Compound activity deposited in PubChem BioAssay by NCI.
bub3: NCI yeast anticancer drug screen, S. cerevisiae bub3 mutant strain; hit rate 9.9% among 78,000; growth inhibition, % at 50 µM; AID 167, 2004;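 also: 0% = growth of vehicle-only cultures of the same strain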
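Whole-cell yeast assay. The mutant strain was incubated with compounds, and growth inhibition was determined by comparison with vehicle-treated cells.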
yeast mlh1 rad18: NCI yeast anticancer drug screen, S. cerevisiae mlh1 rad18 strain; growth inhibition, % at 50 µM; hit rate 11% among 79,000; AID 175, 2004;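 also: 0% = growth of vehicle-only cultures of the same strain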
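Inhibition values reflect reduced growth of mutant yeast versus vehicle-treated controls following compound exposure; the mutations affect DNA damage repair.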
mec2-1: NCI yeast anticancer drug screen, S. cerevisiae mec2-1 strain | % growth inhibition at 50 µM | hit rate 9% among 79,000 | AID 157, 2004;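 also: 0% = growth of vehicle-only cultures of the same strain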
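Test agents were screened against the mec2-1 yeast strain, with defined DNA repair or cell cycle alteration. Growth was scored as inhibition against vehicle-only controls.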
yeast rad50: NCI yeast anticancer drug screen, S. cerevisiae rad50 strain | % growth inhibition at 50 µM | hit rate 10% among 79,000 | AID 155, 2004;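 also: 0% = growth of vehicle-only cultures of the same strain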
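Cells are treated with compound, grown, and their growth is then scored against vehicle-only cultures of the same repair-deficient yeast strain.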
yeast cln2 rad14: NCI yeast anticancer drug screen, S. cerevisiae cln2 rad14 strain; growth inhibition, % at 50 µM; hit rate 8.3% among 78,000; AID 165, 2004;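 also: 0% = growth of vehicle-only cultures of the same strain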
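cln2 rad14 yeast strain; compound exposure; growth inhibition read vs vehicle controls.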
sgs1 mgt1: NCI yeast anticancer drug screen, S. cerevisiae sgs1 mgt1 strain; % growth inhibition at 50 µM; hit rate 10% among 78,000; AID 161, 2004;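 also: 0% = growth of vehicle-only cultures of the same strain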
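This yeast growth screen uses a strain with defined DNA-repair lesions; compound-treated growth is compared with vehicle-treated growth.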
* marks the source's active call; other numbers are inactive results. Rule as the data show it: active = growth inhibition above about 70%; inactive = the rest.

How did O=C1OC(=O)c2ccc3c4c(ccc1c24)C(=O)OC3=O do in these assays?
bub3: -28; yeast mlh1 rad18: -34; mec2-1: -45; yeast rad50: -17; yeast cln2 rad14: -2; sgs1 mgt1: -30

What do the screens show for `CNC(=S)NCOCCOC(C)=O`?
bub3: 1; yeast mlh1 rad18: 3; mec2-1: 22; yeast rad50: 7; yeast cln2 rad14: -27; sgs1 mgt1: 15

What do the screens show for `CCOC(=O)CC(c1ccccc1)C(C(=O)OCC)C(=O)OCC` (stereo not given)?
bub3: 24; yeast mlh1 rad18: 0; mec2-1: -3; yeast rad50: -6; yeast cln2 rad14: -4; sgs1 mgt1: -3

What do the screens show for `C[n+]1cc(Br)c2ccccc2c1`?
bub3: 1; yeast mlh1 rad18: 3; mec2-1: -6; yeast rad50: 4; yeast cln2 rad14: -13; sgs1 mgt1: 3

What do the screens show for `Oc1c(O)c(Cc2ccccc2)c(Cc2ccccc2)c(Cc2ccccc2)c1Cc1ccccc1`?
bub3: -7; yeast mlh1 rad18: 13; mec2-1: -20; yeast rad50: 41; yeast cln2 rad14: -44; sgs1 mgt1: 23

Results for CCCCCCCCCC(CO)CCCCCCC (stereo not given) ?
bub3: -5; yeast mlh1 rad18: 9; mec2-1: -6; yeast rad50: -13; yeast cln2 rad14: -30; sgs1 mgt1: 3

Results for Cc1n[nH]c(=O)n1/N=C\CC/C=N\n1c(C)n[nH]c1=O ?
bub3: -9; yeast mlh1 rad18: 9; mec2-1: -8; yeast rad50: -9; yeast cln2 rad14: 11; sgs1 mgt1: 17

How did COc1ccc(NC(=O)Nc2cc(Cl)ccc2C)c(Cl)c1 do in these assays?
bub3: 30; yeast mlh1 rad18: 30; mec2-1: 36; yeast rad50: 1; yeast cln2 rad14: -3; sgs1 mgt1: 30

Results for CCCCCCCCCSc1nc2ccc(N=Cc3ccccc3O)cc2s1 ?
bub3: 1; yeast mlh1 rad18: -41; mec2-1: -7; yeast rad50: -3; yeast cln2 rad14: -10; sgs1 mgt1: -24

How did Oc1c(N=Nc2ccccc2)c2ccccc2c2ccc3ccccc3c12 do in these assays?
bub3: -8; yeast mlh1 rad18: 7; mec2-1: -14; yeast rad50: -23; yeast cln2 rad14: -16; sgs1 mgt1: -8

Results for N#CCC(=O)N1CCc2ccccc2C1 ?
bub3: 10; yeast mlh1 rad18: 14; mec2-1: 0; yeast rad50: -31; yeast cln2 rad14: -80; sgs1 mgt1: 2

Results for NCCCn1cnc2c(N)ncnc21 ?
bub3: -16; yeast mlh1 rad18: 1; mec2-1: -2; yeast rad50: 9; yeast cln2 rad14: -19; sgs1 mgt1: -5

How did CC(=O)NC1=C(Sc2ccc(Cl)cc2)C(=O)c2ccccc2C1=O do in these assays?
bub3: 20; yeast mlh1 rad18: 33; mec2-1: 16; yeast rad50: 56; yeast cln2 rad14: -56; sgs1 mgt1: 18

Results for C[n+]1ccccc1/C=N/O ?
bub3: 23; yeast mlh1 rad18: 16; mec2-1: -5; yeast rad50: 0; yeast cln2 rad14: 6; sgs1 mgt1: 6

How did C/C(CC(=O)Nc1ccccc1Cl)=N\Nc1ccc([N+](=O)[O-])cc1[N+](=O)[O-] do in these assays?
bub3: 4; yeast mlh1 rad18: 13; mec2-1: -8; yeast rad50: 42; yeast cln2 rad14: 4; sgs1 mgt1: 27

Results for CN(C)N=Nc1ccc(C(=O)N/N=C/c2ccccc2[N+](=O)[O-])cc1 ?
bub3: -15; yeast mlh1 rad18: -41; mec2-1: 1; yeast rad50: -14; yeast cln2 rad14: -18; sgs1 mgt1: -17

Results for CC(=O)C1CC[C@@]2(C)C(CC[C@H]3[C@@H]4CCC[C@H]([C@H](C)O)[C@@]4(C)CC[C@@H]32)C1 (stereo not given in full) ?
bub3: -6; yeast mlh1 rad18: -8; mec2-1: 0; yeast rad50: -17; yeast cln2 rad14: 0; sgs1 mgt1: 3

Results for CC(=O)Nc1ccc(N=Nc2ccccc2)cc1 ?
bub3: 4; yeast mlh1 rad18: 12; mec2-1: 13; yeast rad50: 0; yeast cln2 rad14: -8; sgs1 mgt1: 5

What do the screens show for `CC(C)SCCC#N`?
bub3: -4; yeast mlh1 rad18: -5; mec2-1: -9; yeast rad50: 13; yeast cln2 rad14: -6; sgs1 mgt1: -13

Results for COC(=O)/C(=C\c1ccc(N(CCO)CCO)cc1)NC(=O)c1ccccc1 ?
bub3: 1; yeast mlh1 rad18: 45; mec2-1: 5; yeast rad50: -1; yeast cln2 rad14: 19; sgs1 mgt1: 2

How did N#C/C(=C/c1cc(I)cc(I)c1O)C(N)=O do in these assays?
bub3: 80*; yeast mlh1 rad18: 71*; mec2-1: 59; yeast rad50: 80*; yeast cln2 rad14: 61; sgs1 mgt1: 79*

How did O=C(/C=C(/c1ccccc1)P(=O)(c1ccccc1)c1ccccc1)c1ccccc1 do in these assays?
bub3: 98*; yeast mlh1 rad18: 99*; mec2-1: 99*; yeast rad50: 98*; yeast cln2 rad14: 98*; sgs1 mgt1: 99*

Results for CC(=O)Oc1cc2c(c3ccccc13)CCC2=O ?
bub3: 20; yeast mlh1 rad18: 6; mec2-1: 7; yeast rad50: 13; yeast cln2 rad14: -1; sgs1 mgt1: -8

What do the screens show for `S=C1CC(c2ccccc2)Sc2cc(Cl)ccc2N1` (stereo not given)?
bub3: -2; yeast mlh1 rad18: -3; mec2-1: -4; yeast rad50: -16; yeast cln2 rad14: 16; sgs1 mgt1: 5

How did COc1nc(NC2OC(CO)C(O)C(O)C2O)c(C(C)=O)c(=O)[nH]1 (stereo not given) do in these assays?
bub3: -15; yeast mlh1 rad18: -4; mec2-1: 1; yeast rad50: 3; yeast cln2 rad14: 0; sgs1 mgt1: 13

How did O=C(O)CNc1ccccc1[N+](=O)[O-] do in these assays?
bub3: -3; yeast mlh1 rad18: 14; mec2-1: 5; yeast rad50: 21; yeast cln2 rad14: 15; sgs1 mgt1: 10

How did CCc1ccccc1NC(=O)C1=C(C)NC(C)=C(C(=O)Nc2ccccc2CC)C1c1cccc([N+](=O)[O-])c1 do in these assays?
bub3: 36; yeast mlh1 rad18: 20; mec2-1: 52; yeast rad50: -1; yeast cln2 rad14: 18; sgs1 mgt1: 24

What do the screens show for `CC(CCCCCOC(=O)Nc1ccccc1)OC(=O)Nc1ccccc1` (stereo not given)?
bub3: 1; yeast mlh1 rad18: 3; mec2-1: -12; yeast rad50: 6; yeast cln2 rad14: 1; sgs1 mgt1: -3

How did NCC1CCCCO1 (stereo not given) do in these assays?
bub3: -17; yeast mlh1 rad18: -5; mec2-1: 5; yeast rad50: 7; yeast cln2 rad14: -4; sgs1 mgt1: 14

Results for NS(=O)(=O)c1ccc(NC(=O)Nc2cccc3ccccc23)cc1 ?
bub3: -16; yeast mlh1 rad18: 21; mec2-1: -16; yeast rad50: -4; yeast cln2 rad14: -34; sgs1 mgt1: -1

How did Nc1ccc2nc(NCc3ccc(F)cc3)cnc2c1 do in these assays?
bub3: 4; yeast mlh1 rad18: -6; mec2-1: -17; yeast rad50: -47; yeast cln2 rad14: 19; sgs1 mgt1: -7

How did Cc1ccc2[nH]ccc(=O)c2c1 do in these assays?
bub3: -16; yeast mlh1 rad18: -6; mec2-1: -20; yeast rad50: 8; yeast cln2 rad14: -11; sgs1 mgt1: -27

How did N#CCCCCCCCCCCC(=O)O do in these assays?
bub3: -59; yeast mlh1 rad18: -10; mec2-1: -56; yeast rad50: -25; yeast cln2 rad14: 1; sgs1 mgt1: 2

What do the screens show for `O=C(COc1ccc(Cl)cc1)Nc1ccc2ccccc2c1S(=O)(=O)O`?
bub3: -2; yeast mlh1 rad18: 14; mec2-1: 7; yeast rad50: 10; yeast cln2 rad14: -1; sgs1 mgt1: 4

Results for COC(=O)[C@@H]1C=C[C@H](OC2OC(COC(C)=O)C(OC(C)=O)C(OC(C)=O)C2OC(C)=O)n2c(=O)n(-c3ccccc3)c(=O)n21 (stereo not given in full) ?
bub3: 51; yeast mlh1 rad18: 32; mec2-1: 27; yeast rad50: 7; yeast cln2 rad14: 25; sgs1 mgt1: 52

Results for CC1N(/N=C/c2ccccc2)C(c2ccccc2)C(c2ccccc2)N1/N=C/c1ccccc1 (stereo not given) ?
bub3: 2; yeast mlh1 rad18: 6; mec2-1: 15; yeast rad50: 11; yeast cln2 rad14: 5; sgs1 mgt1: 17

Results for CC(C)C(NC(=O)c1cnc2ccccc2n1)C(=O)O (stereo not given) ?
bub3: 6; yeast mlh1 rad18: 8; mec2-1: -6; yeast rad50: -8; yeast cln2 rad14: -52; sgs1 mgt1: 0

Results for O=C1CCCCCCC2=C1C(Sc1ccccc1)CC2 (stereo not given) ?
bub3: 60; yeast mlh1 rad18: 54; mec2-1: 52; yeast rad50: 79*; yeast cln2 rad14: 46; sgs1 mgt1: 75*

Results for O=c1oc(=O)c2cc3c(=O)oc(=O)c3cc12 ?
bub3: 7; yeast mlh1 rad18: -6; mec2-1: 11; yeast rad50: -21; yeast cln2 rad14: -28; sgs1 mgt1: -7

How did O=C(Nc1ccc(N=C=S)cc1Cl)c1cc(Br)cc(Br)c1O do in these assays?
bub3: 97*; yeast mlh1 rad18: 95*; mec2-1: 97*; yeast rad50: 94*; yeast cln2 rad14: 97*; sgs1 mgt1: 96*

Results for NS(=O)(=O)c1ccc(NC(=S)Nc2ccc(S(=O)(=O)Nc3nccs3)cc2)cc1 ?
bub3: -7; yeast mlh1 rad18: 20; mec2-1: -7; yeast rad50: 11; yeast cln2 rad14: -11; sgs1 mgt1: -8

How did CCNC(=O)NCc1cccc2ccccc12 do in these assays?
bub3: 5; yeast mlh1 rad18: -2; mec2-1: -8; yeast rad50: 0; yeast cln2 rad14: -74; sgs1 mgt1: -7

What do the screens show for `CC(C)CC(NC(=O)COc1cccc(Cl)c1Cl)C(=O)O` (stereo not given)?
bub3: 7; yeast mlh1 rad18: 1; mec2-1: 9; yeast rad50: 4; yeast cln2 rad14: -17; sgs1 mgt1: 12

What do the screens show for `NC(C(=O)O)C(O)c1ccco1` (stereo not given)?
bub3: 4; yeast mlh1 rad18: 7; mec2-1: 0; yeast rad50: 7; yeast cln2 rad14: 14; sgs1 mgt1: 4

Results for Cc1ccc2nc3c(Cl)c(C)c(=O)cc-3sc2c1 ?
bub3: 26; yeast mlh1 rad18: 29; mec2-1: 14; yeast rad50: 7; yeast cln2 rad14: 6; sgs1 mgt1: 2

How did C1CSCCSCCSCCSC1 do in these assays?
bub3: 32; yeast mlh1 rad18: -25; mec2-1: -24; yeast rad50: -8; yeast cln2 rad14: -18; sgs1 mgt1: -14

Results for N#Cc1nc(/C=C/c2cccnc2)oc1N ?
bub3: -7; yeast mlh1 rad18: -57; mec2-1: 7; yeast rad50: -2; yeast cln2 rad14: -4; sgs1 mgt1: -8

What do the screens show for `CSC(=S)N/N=C(/C)CC(C)C`?
bub3: 96*; yeast mlh1 rad18: 54; mec2-1: 93*; yeast rad50: 57; yeast cln2 rad14: 67; sgs1 mgt1: 46

Results for CN(C)C=C(C#N)C#N ?
bub3: 0; yeast mlh1 rad18: 9; mec2-1: 0; yeast rad50: 6; yeast cln2 rad14: 1; sgs1 mgt1: 4

What do the screens show for `Cc1cccc(NC(N)=O)c1`?
bub3: -15; yeast mlh1 rad18: -79; mec2-1: -16; yeast rad50: -16; yeast cln2 rad14: -40; sgs1 mgt1: -15

Molecules from the list above that have a COOH group (five):
How did O=C(O)CNc1ccccc1[N+](=O)[O-] do in these assays?
bub3: -3; yeast mlh1 rad18: 14; mec2-1: 5; yeast rad50: 21; yeast cln2 rad14: 15; sgs1 mgt1: 10

How did N#CCCCCCCCCCCC(=O)O do in these assays?
bub3: -59; yeast mlh1 rad18: -10; mec2-1: -56; yeast rad50: -25; yeast cln2 rad14: 1; sgs1 mgt1: 2

Results for CC(C)C(NC(=O)c1cnc2ccccc2n1)C(=O)O (stereo not given) ?
bub3: 6; yeast mlh1 rad18: 8; mec2-1: -6; yeast rad50: -8; yeast cln2 rad14: -52; sgs1 mgt1: 0

What do the screens show for `CC(C)CC(NC(=O)COc1cccc(Cl)c1Cl)C(=O)O` (stereo not given)?
bub3: 7; yeast mlh1 rad18: 1; mec2-1: 9; yeast rad50: 4; yeast cln2 rad14: -17; sgs1 mgt1: 12

What do the screens show for `NC(C(=O)O)C(O)c1ccco1` (stereo not given)?
bub3: 4; yeast mlh1 rad18: 7; mec2-1: 0; yeast rad50: 7; yeast cln2 rad14: 14; sgs1 mgt1: 4
